Screening results: PubChem BioAssay, Broad Institute
p53 PUMA act – restores mutant p53 pathway signaling in SW480 cells; activation, % at 9.98 µM; 28,000 compounds, 1.5% hits; SW480 PUMA-promoter luciferase, p53 mutant reactivation; AID 624151; in the data active means activation above about 52%
STK33 kin inh – blocks human STK33 kinase activity. ADP-Glo luminescence, MBP substrate. Q9BYT3. inhibition, % at 12.5 µM. 27,000 compounds, 0.44% hits; in the data active means inhibition above about 20%
Target sequence (Q9BYT3 whole entry, looked up): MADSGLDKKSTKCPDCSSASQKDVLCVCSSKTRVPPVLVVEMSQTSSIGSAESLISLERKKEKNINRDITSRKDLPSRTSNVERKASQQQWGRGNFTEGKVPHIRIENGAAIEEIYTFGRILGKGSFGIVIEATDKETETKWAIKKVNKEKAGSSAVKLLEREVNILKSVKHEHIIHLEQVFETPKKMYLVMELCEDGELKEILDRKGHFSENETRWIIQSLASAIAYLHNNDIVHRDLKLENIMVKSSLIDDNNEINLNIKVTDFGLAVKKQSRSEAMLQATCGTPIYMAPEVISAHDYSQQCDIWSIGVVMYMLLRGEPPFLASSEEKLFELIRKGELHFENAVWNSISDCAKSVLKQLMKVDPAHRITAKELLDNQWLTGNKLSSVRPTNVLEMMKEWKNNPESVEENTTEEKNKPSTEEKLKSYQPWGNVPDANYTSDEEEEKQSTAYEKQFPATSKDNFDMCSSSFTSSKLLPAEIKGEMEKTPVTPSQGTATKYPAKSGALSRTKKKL
* = called active by the depositor; / = not tested or not shown.

SMILES	p53 PUMA act	STK33 kin inh
CN1CCN(C(=O)CN(c2cccc3ccccc23)S(C)(=O)=O)CC1	22	3
CC(=O)O[C@@H]1CC2C(C)(C)CCC[C@]2(C)C2CC[C@]3(C)C(=CC(=O)O[C@H]3c3ccoc3)[C@@]21C (stereo partly drawn)	/	3
C[C@@H]1O[C@@H](O[C@H]2[C@@H]3C=CO[C@@H](O[C@@H]4O[C@H](CO)[C@@H](O)[C@H](O)[C@H]4O)[C@@H]3[C@@]3(CO)O[C@@H]23)[C@H](O)[C@H](OC(=O)/C=C/c2ccccc2)[C@H]1O	-23	-4
CCn1c(SCc2nc3ccccc3c(=O)[nH]2)nnc1-c1ccccc1C	-9	8
C[C@H](CO)N1C[C@H](C)[C@H](CN(C)C(=O)Nc2ccc(F)cc2)Oc2ccc(NC(=O)NC3CCCCC3)cc2CC1=O	5	-2
C[C@H]1CCCCO[C@H](CN(C)Cc2ccc(C(=O)O)cc2)[C@@H](C)CN([C@@H](C)CO)C(=O)c2cc(NC(=O)c3ccncc3)ccc2O1	10	/
C[C@@H]1CN([C@@H](C)CO)S(=O)(=O)c2ccc(C#CC3(O)CCCC3)cc2O[C@@H]1CN(C)C(=O)c1ccncc1	6	/
COc1cccc(-c2cc(C(=O)Nc3ccc(S(=O)(=O)NC(C)=O)cc3)c3ccccc3n2)c1	-16	-4
CC(C)NC(=O)Nc1ccc2c(c1)C(=O)N([C@@H](C)CO)C[C@@H](C)[C@H](CN(C)C)O2	-2	/
C[C@@H]1CN([C@@H](C)CO)C(=O)c2cc(NC(=O)Nc3ccccc3)ccc2O[C@@H](C)CCCCO[C@H]1CN(C)Cc1ccncc1	-4	/
O=C(COc1ccccc1)Nc1ccc(Cl)cc1C(=O)O	-18	-2
CCCN(C)C[C@H]1Oc2cc(-c3ccccc3F)ccc2S(=O)(=O)N([C@@H](C)CO)C[C@H]1C	-11	/
C[C@@H]1CN([C@H](C)CO)C(=O)c2cc(NC(=O)Nc3ccc(F)cc3)ccc2O[C@@H](C)CCCCO[C@@H]1CN(C)Cc1ccc(C(=O)O)cc1	12	/
Cc1noc(C)c1NC(=O)N(C)C[C@H]1Oc2c(NC(=O)c3cnccn3)cccc2C(=O)N([C@@H](C)CO)C[C@H]1C	-4	/
CC(C)NC(=O)N(C)C[C@@H]1OCCCC[C@@H](C)Oc2ccc(NS(=O)(=O)c3ccc(F)cc3)cc2C(=O)N([C@H](C)CO)C[C@@H]1C	/	-1
COc1ccc(S(=O)(=O)n2nc(C)cc2C)cc1N(C)S(=O)(=O)c1ccccc1	6	-1
CC(C)C#Cc1cnc2c(c1)C(=O)N([C@@H](C)CO)C[C@H](C)[C@@H](CN(C)C(=O)Nc1cc(F)ccc1F)O2	9	/
CC(=O)NC(Cc1c[nH]c2cc(Cl)ccc12)C(=O)O (stereo not drawn)	-7	-5
Cc1noc(C)c1S(=O)(=O)Nc1ccc2c(c1)CC(=O)N([C@@H](C)CO)C[C@H](C)[C@H](CN(C)Cc1ccc(-c3ccccc3)cc1)O2	17	-5
COc1ccc(S(=O)(=O)N(C)C[C@H]2Oc3ccc(NC(=O)CCN4CCOCC4)cc3C(=O)N([C@@H](C)CO)C[C@@H]2C)cc1	-5	0
C[C@H](CO)N1C[C@H](C)[C@@H](CN(C)S(=O)(=O)c2ccc(F)cc2)Oc2ccc(NC(=O)Nc3ccccc3)cc2C1=O	-5	/
CC(C)C(=O)Nc1nc(OC(=O)N(c2ccccc2)c2ccccc2)c2[nH]cnc2n1	-8	/
Cc1ccc(S(=O)(=O)N(C)C[C@H]2OCCCC[C@@H](C)Oc3ccc(NS(C)(=O)=O)cc3C(=O)N([C@H](C)CO)C[C@@H]2C)cc1	2	3
C[C@@H]1CN([C@H](C)CO)C(=O)Cc2cc(NC(=O)C3CC3)ccc2O[C@@H]1CN(C)Cc1ccc2c(c1)OCO2	5	-3
C/C=C/c1cnc2c(c1)C(=O)N([C@H](C)CO)C[C@H](C)[C@H](CN(C)S(=O)(=O)c1ccccc1F)O2	15	/
COc1ccc(-c2coc3cc(O)ccc3c2=O)cc1O	19	4
C[C@H]1CCCCO[C@@H](CN(C)S(=O)(=O)c2cn(C)cn2)[C@@H](C)CN([C@@H](C)CO)C(=O)c2cc(NS(=O)(=O)c3cn(C)cn3)ccc2O1	7	/
Cc1noc(C)c1S(=O)(=O)Nc1ccc2c(c1)C(=O)N([C@@H](C)CO)C[C@@H](C)[C@H](CN(C)C(=O)Nc1ccccc1)O2	3	/
CCC(C)S(=O)(=O)c1oc(-c2ccc(C)cc2)nc1S(=O)(=O)c1ccccc1 (stereo not drawn)	-80	3
C[C@H]1CN([C@@H](C)CO)C(=O)c2cc(NC(=O)Cc3cn(C)c4ccccc34)ccc2O[C@H]1CN(C)S(=O)(=O)c1cccs1	/	5
CCOc1ccccc1CNc1nc2nc3c(c(=O)n2[nH]1)CCC3	-13	-3
CC(C)NC(=O)Nc1ccc2c(c1)CC(=O)N([C@@H](C)CO)C[C@@H](C)[C@@H](CN(C)C(=O)Nc1cccc3ccccc13)O2	/	-3
O=C(CCc1nc(-c2ccccc2)no1)Nc1ccccc1Cl	8	-1
C[C@@H]1CN([C@@H](C)CO)C(=O)Cc2cc(NS(=O)(=O)c3ccc(Cl)cc3)ccc2O[C@@H]1CN(C)S(=O)(=O)c1cccs1	/	0
COc1cc(C(=O)NCC(=O)O)cc(OC)c1OC	-7	0
CC(C)NC(=O)Nc1ccc2c(c1)C(=O)N([C@H](C)CO)C[C@H](C)[C@H](CN(C)CC1CCCCC1)OCCCC[C@@H](C)O2	/	-7
O=C(Cc1ccccc1)Nc1nc2ccc(Cl)cc2c2nc(-c3ccco3)nn12	-21	/
COc1ccc(S(=O)(=O)Nc2ccc3c(c2)CC(=O)N([C@H](C)CO)C[C@@H](C)[C@H](CN(C)S(=O)(=O)c2ccc(Cl)cc2)O3)cc1	/	0
Cc1ccc(S(=O)(=O)N(C)C[C@@H]2Oc3ccc(NC(=O)C4CC4)cc3CC(=O)N([C@@H](C)CO)C[C@H]2C)cc1	11	/
CN(C)CCCCCCNC(=O)[C@@H]1C[C@@H]2C(=O)N3CCC[C@H]3C(=O)N2[C@@H]1c1ccc(O)cc1	/	2

For convenience, twelve of the compounds above:
SMILES	p53 PUMA act	STK33 kin inh
CCC(C)S(=O)(=O)c1oc(-c2ccc(C)cc2)nc1S(=O)(=O)c1ccccc1 (stereo not drawn)	-80	3
C[C@H]1CN([C@@H](C)CO)C(=O)c2cc(NC(=O)Cc3cn(C)c4ccccc34)ccc2O[C@H]1CN(C)S(=O)(=O)c1cccs1	/	5
CCOc1ccccc1CNc1nc2nc3c(c(=O)n2[nH]1)CCC3	-13	-3
CC(C)NC(=O)Nc1ccc2c(c1)CC(=O)N([C@@H](C)CO)C[C@@H](C)[C@@H](CN(C)C(=O)Nc1cccc3ccccc13)O2	/	-3
O=C(CCc1nc(-c2ccccc2)no1)Nc1ccccc1Cl	8	-1
C[C@@H]1CN([C@@H](C)CO)C(=O)Cc2cc(NS(=O)(=O)c3ccc(Cl)cc3)ccc2O[C@@H]1CN(C)S(=O)(=O)c1cccs1	/	0
COc1cc(C(=O)NCC(=O)O)cc(OC)c1OC	-7	0
CC(C)NC(=O)Nc1ccc2c(c1)C(=O)N([C@H](C)CO)C[C@H](C)[C@H](CN(C)CC1CCCCC1)OCCCC[C@@H](C)O2	/	-7
O=C(Cc1ccccc1)Nc1nc2ccc(Cl)cc2c2nc(-c3ccco3)nn12	-21	/
COc1ccc(S(=O)(=O)Nc2ccc3c(c2)CC(=O)N([C@H](C)CO)C[C@@H](C)[C@H](CN(C)S(=O)(=O)c2ccc(Cl)cc2)O3)cc1	/	0
Cc1ccc(S(=O)(=O)N(C)C[C@@H]2Oc3ccc(NC(=O)C4CC4)cc3CC(=O)N([C@@H](C)CO)C[C@H]2C)cc1	11	/
CN(C)CCCCCCNC(=O)[C@@H]1C[C@@H]2C(=O)N3CCC[C@H]3C(=O)N2[C@@H]1c1ccc(O)cc1	/	2

The results go on:
SMILES	p53 PUMA act	STK33 kin inh
COc1ccc(OC)c(C(O)c2coc3ccc(O)c(CN(C)C)c23)c1 (stereo not drawn)	-4	-1
COc1ccc(CN(C)C[C@H]2OCCCC[C@@H](C)Oc3ccc(NS(=O)(=O)c4ccc(Cl)cc4)cc3C(=O)N([C@H](C)CO)C[C@@H]2C)cc1	/	-10
CCCNC(=O)N(C)C[C@@H]1Oc2ncc(C#Cc3ccncc3)cc2C(=O)N([C@H](C)CO)C[C@@H]1C	20	/
C[C@@H]1CN([C@@H](C)CO)C(=O)CCCn2nncc2CO[C@@H]1CN(C)S(=O)(=O)c1ccc(F)cc1	/	1
Cc1ccc(S(=O)(=O)Nc2ccc3c(c2)C(=O)N([C@H](C)CO)C[C@H](C)[C@@H](CN(C)C(=O)Nc2cccc4ccccc24)OCCCC[C@@H](C)O3)cc1	/	1
CNC[C@@H]1OCCCC[C@@H](C)Oc2ccc(NC(=O)NC(C)C)cc2C(=O)N([C@H](C)CO)C[C@@H]1C	3	2
COc1cc(C)c(C(=O)Oc2cc(C)c(C(=O)Oc3cc(C)c(C(=O)NC(C)C(=O)O)c(O)c3)c(O[C@@H]3O[C@H](CO)[C@@H](O)[C@H](O)[C@H]3OC(C)=O)c2)c(O)c1 (stereo partly drawn)	-80	-9
CC(Oc1ccc(Cl)cc1Cl)C(=O)Nc1cc(-c2nc3ccccc3o2)ccc1Cl (stereo not drawn)	22	3
COc1ccc(S(=O)(=O)N(C)C[C@H]2Oc3ccc(NS(=O)(=O)c4ccc(Cl)cc4)cc3CC(=O)N([C@@H](C)CO)C[C@H]2C)cc1	4	2
CN(CC(=O)Nc1ccc(Oc2ccccc2)cc1)S(=O)(=O)c1ccc2ccccc2c1	-1	0
C[C@H]1[C@H](C)CC[C@]2(C(=O)O)CC[C@]3(C)C(=CCC4[C@@]5(C)C[C@@H](O)[C@H](O)[C@@](C)(CO)C5[C@H](O)C[C@]43C)[C@H]12 (stereo partly drawn)	/	0
COc1ccc(S(=O)(=O)Nc2ccc3c(c2)CC(=O)N([C@@H](C)CO)C[C@@H](C)[C@H](CN(C)C)O3)cc1	4	/
C[C@@H]1CN([C@@H](C)CO)C(=O)c2cccc(NS(=O)(=O)c3cn(C)cn3)c2O[C@@H]1CN(C)Cc1ccc(Cl)c(Cl)c1	6	/
O=c1[nH]c2ccccc2c(=O)n1CCCO	13	16
O=C(CSc1nnnn1-c1ccccc1)c1cc2ccccc2oc1=O	12	-3
O=C1c2ccccc2C(=O)N1CCSc1nnnn1-c1ccccc1	21	-1
Cc1ccc2oc(-c3cccc(NC(=O)COc4ccc(Br)cc4)c3C)nc2c1	44	3
C[C@@H]1CN([C@@H](C)CO)C(=O)c2cc(NS(C)(=O)=O)ccc2O[C@@H]1CN(C)C(=O)Nc1ccccc1	/	-1
CN(C)CCCN1C(=O)C(=O)C(C(=O)c2ccco2)C1c1ccc([N+](=O)[O-])cc1 (stereo not drawn)	-7	1
COC(=O)COc1ccc(NC(=O)C2CCCO2)cc1 (stereo not drawn)	9	0
COc1ccc([Si](C)(C)[C@@H]2[C@@H](CCn3cc([C@H](O)c4ccccc4)nn3)O[C@]3(C(=O)N(Cc4ccc(N5CCOC5=O)cc4)c4ccccc43)[C@H]2C)cc1	/	2
C[C@@H]1CCCCO[C@@H](CN(C)Cc2ccccc2)[C@H](C)CN([C@@H](C)CO)C(=O)c2cc(NC(=O)CCCN(C)C)ccc2O1	-4	/
Cc1ccc(S(=O)(=O)N(C)C[C@H]2Oc3ccc(NC(=O)c4ccncc4)cc3CC(=O)N([C@H](C)CO)C[C@H]2C)cc1	/	-9
C[C@@H]1CN([C@@H](C)CO)C(=O)c2cc(NC(=O)C3CC3)ccc2O[C@@H]1CN(C)S(=O)(=O)c1cn(C)cn1	0	0
C[C@H](CO)N1C[C@H](C)[C@H](CN(C)S(=O)(=O)c2ccccc2)Oc2ccc(NC(=O)Nc3cccc4ccccc34)cc2CC1=O	/	-1
C[C@H]1CN([C@@H](C)CO)C(=O)Cc2cc(NC(=O)CCN3CCOCC3)ccc2O[C@@H]1CN(C)Cc1ccc(-c2ccccc2)cc1	6	/
C=C(CO)C(=O)O[C@H]1C[C@H]2C(=C)C[C@H](OC(=O)C(=C)CO)[C@H]3C(=C)C(=O)O[C@@H]3[C@H]2C1=C	/	1
C[C@H]1CN([C@@H](C)CO)C(=O)CCCn2cc(nn2)CO[C@H]1CN(C)S(=O)(=O)c1ccc2ccccc2c1	/	-1
CCOC(=O)c1cc(C#N)c(Oc2ccc(C)cc2)nc1C(F)(F)F	/	0
CN1N=C(c2coc3ccccc23)CC1(O)C(F)(F)F (stereo not drawn)	73*	/
CCn1c(SCC(N)=O)nnc1-c1ccncc1	2	-2
C[C@@H]1CN([C@H](C)CO)C(=O)Cc2cc(NS(=O)(=O)c3cccs3)ccc2O[C@@H]1CN(C)C(=O)Nc1ccc2c(c1)OCO2	2	2
C[C@@H]1CN([C@H](C)CO)C(=O)Cc2cc(NS(=O)(=O)c3ccc(Cl)cc3)ccc2O[C@H]1CN(C)S(=O)(=O)c1cccs1	/	5
Cc1ccc(S(=O)(=O)N(C)C[C@@H]2Oc3ccc(NC(=O)c4ccncc4)cc3CC(=O)N([C@H](C)CO)C[C@@H]2C)cc1	/	-1
CS(=O)(=O)N(CC(=O)Nc1cccc([N+](=O)[O-])c1)C1CCCCC1	-3	-2
C[C@@H]1CN([C@@H](C)CO)C(=O)c2cc(NC(=O)CCN3CCOCC3)ccc2O[C@@H]1CN(C)S(=O)(=O)c1cn(C)cn1	/	6
Cn1c(SCCCN2C(=O)c3cccc4cccc(c34)C2=O)nnc1-c1cccs1	35	8
c1ccc(Cc2nnc3sc(C4COc5ccccc5O4)nn23)cc1 (stereo not drawn)	3	-3
Cc1ccc(CN(C)C[C@H]2OCc3cnnn3CCCC(=O)N([C@@H](C)CO)C[C@H]2C)cc1	/	-2
O=C(CSC1=NCCN1)C1COc2ccccc2O1 (stereo not drawn)	7	-1
Cc1nnc(SCC(=O)N2N=CCC2c2ccccc2)s1 (stereo not drawn)	8	1
C[C@H]1CN([C@@H](C)CO)C(=O)c2cc(C#CCc3ccccc3)cnc2O[C@H]1CN(C)Cc1cccc(F)c1	9	/

These rows are one share of the data. The share of hits here may be higher or lower than overall.
